All columns: NCI-60 one-dose screen, growth in % after 48 h at 10 µM unless noted; 100 = growth as untreated, 0 = no growth, -100 = all killed.
UACC-62: UACC-62 melanoma; 81,000 tested, 5.4% active; AID 1794756
SK-MEL-5: SK-MEL-5 melanoma. 80,000 tested, 6.4% active
MALME-3M: MALME-3M melanoma | 78,000 tested, 5.8% active | AID 1794766
SK-MEL-2: SK-MEL-2 melanoma. 77,000 tested, 4.7% active
MDA-MB-435: MDA-MB-435 melanoma; 82,000 tested, 7.8% active
M14: M14 melanoma. 80,000 tested, 6.2% active. AID 1794745
UACC-257: UACC-257 melanoma; 78,000 tested, 4.4% active; AID 1794764
SK-MEL-28: SK-MEL-28 melanoma | 81,000 tested, 4.1% active
* hit, by the source's call; nt = no result given; & = joins results of further samples; ! = not active in a repeat; [ ] = another dose, or the depositor's remark. The calls were made as follows: active = growth percent below 10; inactive = the rest. This is a random part of the collection (roughly 11% active in at least one column).

entry | smiles | UACC-62 | SK-MEL-5 | MALME-3M | SK-MEL-2
1 | COc1ccc(-n2nc(C(=O)N/N=C\c3ccc(F)cc3)cc2-c2ccc(Cl)cc2)cc1 | 74 | 87 | 81 | 98
2 | Cc1cc(N=NC(N)=O)c2ccccc2c1O | 97 | 93 | 116 | 98
3 | CC(=O)c1c(C)[nH]c(-c2nc3ccc(N4CCN(C)CC4)cc3[nH]2)c1-c1ccc(N(C)C)cc1 | 21 | 2.2* | 27 | 64
4 | N#Cc1ccc(O)c(C2=NCC(c3cccc(Oc4ccccc4)c3)O2)c1 (centres undefined) | -1.6* | 33 | 37 | 7.5*
5 | CCCOc1cc2c(cc1OCC)[C@@H]1C[C@@H](O)[C@H](O)[C@H](O)[C@H]1NC2=O | 117 | 100 | 108 | 105
6 | N#Cc1c(-c2ccc(Cl)cc2)nc(SCc2ccc([N+](=O)[O-])cc2)[nH]c1=O | 86 | 100 | 96 | 98
7 | CCCCNC(=O)N/C=C(/C#N)C(N)=O | 94 | 96 | 82 | 102
8 | O=c1c2ccccc2nc(COc2ccccc2)n1/N=C/c1ccc(N2CCOCC2)cc1 | 69 | 82 | 57 | 70

entry | MDA-MB-435 | M14 | UACC-257 | SK-MEL-28
1 | 52 | 89 | 91 | 85
2 | 117 | 113 | 117 | 116
3 | 27 | 35 | 36 | 46
4 | 35 | -4.8* | 7.0* | 37
5 | 105 | 103 | 104 | nt
6 | 101 | 91 | 98 | 103
7 | 93 | 102 | nt | 101
8 | 99 | 94 | 96 | 83

entry | smiles | UACC-62 | SK-MEL-5 | MALME-3M | SK-MEL-2
9 | Nc1nc(=S)c2ncn(C3OC(COC(=O)c4ccccc4)C(OC(=O)c4ccccc4)C3OC(=O)c3ccccc3)c2[nH]1 (centres undefined) | 77 | 99 | 105 | 77
10 | O=C1Nc2c(sc3ccc(Cl)cc23)C(c2ccccc2O)N1 (centres undefined) | 86 | 96 | 84 | 98
11 | NS(=O)(=O)c1ccc(C(=O)N/N=C/c2ccc(O)cc2)cc1 | 92 | 100 | 94 | 111
12 | Cc1nn(-c2ccccc2)cc1/C=C1\SC(N2CCOCC2)=NC1=O | 91 | 100 | nt | 97
13 | COc1cc(/C=C2\Oc3cc(C)c(Cl)c(C)c3C2=O)ccc1O | 94 | 101 | 102 | 116
14 | O=C(O)/C=C/C(=O)Nc1ccccc1 | 104&104 | 110 | 104&154 | 98
15 | COCCOCC(O)c1ccccc1 (centres undefined) | 94 | 102 | 82 | 96
16 | C=CCNc1nc2c(s1)CCc1cc(OC)c(OC)cc1-2 | 87 | 99 | 93 | 101

entry | MDA-MB-435 | M14 | UACC-257 | SK-MEL-28
9 | 103 | 80 | 84 | 133
10 | 103 | 98 | 90 | 107
11 | 103 | 95 | 93 | 100
12 | 99 | 102 | 112 | 116
13 | 104 | 97 | 116 | 106
14 | 105&111 | 106&108 | 98&108 | 113&125
15 | 94 | 94 | 99 | 108
16 | 101 | 111 | 136 | 115

entry | smiles | UACC-62 | SK-MEL-5 | MALME-3M | SK-MEL-2
17 | COc1cc(/C=N/Nc2ncnc3c2c(C)nn3-c2ccc([N+](=O)[O-])cc2)ccc1O | 101 | 95 | nt | 119
18 | O=C1CCc2ccc(OCc3cn(Cc4cc(=O)oc5c4ccc4ccccc45)nn3)cc2N1 | 93 | 101 | 84 | 97
19 | Cc1cc2c(n1-c1ccccc1)CSCC2=O | 64[100 µM] | 59[100 µM] | 102[100 µM] | 89[100 µM]
20 | Cc1cc(=O)oc2cc(OC(=O)C3(C)CC3)ccc12 | 105 | 103 | 99 | 94
21 | COc1ccc(-c2conc2-n2nc(-c3ccccc3)nc2-c2ccccc2)cc1 | 103 | 101 | 105 | 103
22 | C/C(=N\O)[C@@H]1CC[C@]2(CO)CC[C@]3(C)[C@H](CC[C@@H]4[C@@]5(C)CCCNC(C)(C)[C@@H]5CC[C@]43C)[C@@H]12 | 90 | 84 | 95 | 95
23 | Oc1ccc2cc(Br)ccc2c1-c1c(O)ccc2cc(Br)ccc12 | 61 | 73 | 98 | 75
24 | COc1ccc(C2=NN(C(=O)c3ccc(S(C)(=O)=O)cc3)C(c3ccccc3)C2)c(OC)c1 (centres undefined) | 94 | 79 | 102 | 82

entry | MDA-MB-435 | M14 | UACC-257 | SK-MEL-28
17 | 103 | 114 | 110 | 105
18 | 105 | 112 | 112 | 111
19 | 79[100 µM] | 78[100 µM] | 106[100 µM] | 95[100 µM]
20 | 107 | 108 | 117 | 106
21 | 105 | 99 | 115 | 108
22 | 80 | 87 | 98 | 93
23 | 63 | 59 | 83 | 66
24 | 114 | 108 | nt | 114

entry | smiles | UACC-62 | SK-MEL-5 | MALME-3M | SK-MEL-2
25 | COc1ccc([C@@H]2[C@@H](O)C(=O)N2c2cc(OC)c(OC)c(OC)c2)cc1Cl | 26 | 0.1* | 64 | nt
26 | CCOC(=O)c1c(NCC(=O)Nc2ccccc2Cl)sc2c1CCCC2 | 96 | 99 | 96 | 102
27 | COc1ccc(N2CCN(c3ncnc4c3c(C)nn4-c3ccc(F)cc3)CC2)cc1 | nt | 101 | 95 | 102
28 | COc1cc2c(cc1OC)C(Sc1ccc(C)cc1)c1c(nc(N)c(C#N)c1N)O2 (centres undefined) | -45* | -95* | -71* | -20*
29 | Cc1cccc(NC2(C(=O)O)CCCC2)c1 | 88 | 100 | nt | 94
30 | COc1ccc(-c2nc3sccn3c2/C=C/C(=O)c2cc(OC)c(OC)c(OC)c2)cc1 | 47 | -11* | 53 | 44
31 | Cc1ccc(NC(=S)NCCO)cc1 | 94 | 107 | 112 | 102
32 | Nc1c(S(=O)(=O)O)cc2c(c1Cl)C(=O)c1ccccc1C2=O | 100 | 104 | 96 | 104

entry | MDA-MB-435 | M14 | UACC-257 | SK-MEL-28
25 | -8.5* | 13 | nt | 64
26 | 101 | 111 | 102 | 106
27 | 106 | 96 | 106 | 109
28 | -31* | nt | -35* | -80*
29 | 116 | 115 | 106 | 125
30 | 30 | 64 | 69 | 84
31 | 113 | 105 | 96 | 107
32 | 110 | 102 | 110 | 109

entry | smiles | UACC-62 | SK-MEL-5 | MALME-3M | SK-MEL-2
33 | Nc1ncncc1-c1ccccc1Cl | 100&101 | 102&108 | 114&103 | 115&103
34 | COc1cc(-c2cc(-c3ccccc3)nc3nc(NC(C)=O)nn23)cc(OC)c1OC | 99 | 91 | 120 | 121
35 | O=C(NN1C(=O)CSC1c1cccc([N+](=O)[O-])c1)c1ccc(NC(=O)c2ccccn2)cc1 (centres undefined) | 96 | 102 | 94 | 102
36 | CSc1ncc(-c2ccc3c(c2)COC3(CCCN(C)C)c2ccc(F)cc2)cn1 (centres undefined) | 89 | 81 | 48 | 99
37 | Cc1cc(C)n(C(=O)CSc2ncnc3c2c(-c2ccccc2)cn3-c2ccc(Cl)cc2)n1 | 79 | 84 | 103 | 100
38 | CCOC(=O)c1cc(C(=O)c2ccc(Br)cc2)n2c(-c3ccccn3)cccc12 | 92 | 101 | 110 | 100
39 | Cc1oc(-c2ccccc2Cl)cc1C(=O)Nc1ccc(S(N)(=O)=O)cc1 | 96 | 97 | 99 | 104
40 | Clc1ccc(C2=NN(c3ccc(Cl)cc3)C(c3cccc(Nc4ccnc5cc(Cl)ccc45)c3)C2)cc1 (centres undefined) | 88 | 93 | 87 | nt

entry | MDA-MB-435 | M14 | UACC-257 | SK-MEL-28
33 | 108&112 | 118&115 | 104&104 | 110&111
34 | 98 | 97 | 105 | 116
35 | 99 | 102 | 99 | 99
36 | 68 | 51 | 15 | 84
37 | 104 | 101 | 111 | 107
38 | 101 | 105 | 114 | 104
39 | 102 | 94 | 95 | 101
40 | 99 | 85 | 77 | 104

entry | smiles | UACC-62 | SK-MEL-5 | MALME-3M | SK-MEL-2
41 | C=CCNC(=S)N1CCN(c2ccccc2Cl)CC1 | 90 | 95 | 104 | 96
42 | CC(C)=CCC/C(C)=C/CN1C(=O)CN(C)C1=O | 99 | 101 | 106 | 106
43 | CN(NC(=O)C(=O)NCc1ccco1)C(=O)Nc1ccc(Cl)cc1 | 105 | 102 | 107 | 119
44 | ONC(=NCc1ccccc1)c1ccccc1 | 103 | 99 | 107 | 109
45 | O=C(NCCNC(=O)c1ccc(Cl)cc1Cl)c1ccc(Cl)cc1Cl | 91 | 98 | 112 | nt
46 | [O-][n+]1nc2ccccc2c2ccccc21 | 90 | 106 | nt | 97
47 | Cc1nc2ccc(Cl)cn2c1C(=O)NCc1ccc(OCc2cn(Cc3ccc([N+](=O)[O-])cc3)nn2)cc1 | 60 | 58 | 89 | 98
48 | N#Cc1nc(C(c2ccccc2)c2ccccc2)oc1N1CCN(c2ccc(F)cc2)CC1 | 79 | 103 | 92 | 86

entry | MDA-MB-435 | M14 | UACC-257 | SK-MEL-28
41 | 97 | 95 | 95 | 89
42 | 106 | 126 | 89 | 88
43 | 115 | 99 | 107 | 108
44 | 108 | 101 | 110 | 118
45 | 106 | 105 | nt | 104
46 | 99 | 109 | 116 | 111
47 | 94 | 88 | 97 | 85
48 | 95 | 95 | 96 | 100

entry | smiles | UACC-62 | SK-MEL-5 | MALME-3M | SK-MEL-2
49 | CC(CN1CC2CCC(CC2)C1)C(=O)c1cccs1 (centres undefined) | 96 | 115 | nt | 133
50 | OC1C=C(c2ccccc2)C(O)(c2ccccc2)C1 (centres undefined) | 94 | 105 | 111 | nt
51 | C#CCNc1ccc2c(c1)C(O)(CC#N)C(=O)N2 (centres undefined) | 94 | 100 | 92 | 102
52 | O=C(NCCCNC(=O)OCc1ccc2cccc(O)c2n1)OCc1ccc2cccc(O)c2n1 | 40 | 61 | 72 | 71
53 | COC(=O)CCC[C@@H](C)[C@H]1CC[C@H]2[C@@H]3CC[C@@H]4CNC(=O)CC[C@]4(C)[C@H]3CC[C@]12C | 87 | 84 | 91 | 106
54 | O=C(O)c1ccccc1C(=O)N(c1ccccc1)c1ccccc1 | nt | 105 | 105 | 102
55 | CCC(C)[C@H](NC(=O)[C@H](CC(=O)O)NC(=O)[C@@H](NC(=O)[C@@H](NC(=O)[C@H](Cc1c[nH]c2ccccc12)NC(=O)[C@H](Cc1cnc[nH]1)NC(=O)[C@@H](N)CO)C(C)(C)C)C1CCCCC1)C(=O)O (some centres undefined) | 101 | 103 | 99 | 98
56 | COc1cc(CN2CC3(Cc4c(C(C)(C)C)nn(-c5ccccc5)c42)C(=O)c2ccccc2C3=O)cc(OC)c1OC | 104 | 106 | 115 | 101

entry | MDA-MB-435 | M14 | UACC-257 | SK-MEL-28
49 | nt | 104 | 110 | 131
50 | 93 | 113 | 123 | 97
51 | 101 | 98 | 102 | 114
52 | 18 | 39 | 54 | 64
53 | 97 | 90 | 97 | 104
54 | 105 | 106 | nt | 108
55 | 108 | 96 | 102 | 117
56 | 109 | 100 | 96 | 110

entry | smiles | UACC-62 | SK-MEL-5 | MALME-3M | SK-MEL-2
57 | CC(=O)Nc1cccc2c1-c1ccccc1C2=O | 93 | 102 | 87 | 103
58 | COc1cc([N+](=O)[O-])ccc1NC(=O)NCc1ccccc1 | 89 | 94 | 102 | 115
59 | CC1CCCCC1CNCC1CCCCC1C (centres undefined) | 113 | 98 | 99 | 104
60 | C#Cc1cccc(Nc2nc3ccc([N+](=O)[O-])cc3nc2Nc2cccc(C#C)c2)c1 | -39* | -89* | -29* | -54*
61 | CC(CN(C)C)Sc1nnc(SC(C)CN(C)C)s1 (centres undefined) | 106 | 100 | 130 | 115
62 | O=C(Nc1ccc2ncnc(Nc3ccc(F)c(Cl)c3)c2c1)c1ccccc1 | 92 | 86 | 90 | 87
63 | O=C(Nc1ncc(Cc2ccc(Cl)c(C(F)(F)F)c2)s1)c1ccc2nnsc2c1 | 7.0* | 38 | 49 | 48
64 | COC(=O)/C(C#N)=C1/CCC(C(=O)NCc2ccc(Cl)cc2Cl)N1 (centres undefined) | 97 | 103 | 96 | nt

entry | MDA-MB-435 | M14 | UACC-257 | SK-MEL-28
57 | 84 | 94 | 117 | 99
58 | 89 | 104 | 90 | 116
59 | 87 | 91 | 99 | nt
60 | -78* | -82* | -70* | -69*
61 | 111 | 101 | 127 | 115
62 | 80 | 90 | 97 | 98
63 | 23 | 32 | 65 | 55
64 | 108 | 110 | 103 | 114

entry | smiles | UACC-62 | SK-MEL-5 | MALME-3M | SK-MEL-2
65 | Oc1c(CN2CCCCC2)ccc2cccnc12 | 46&46 | -26*! | 82&88 | 82&97
66 | CCOC(=O)c1[nH]c(C)c(C(=O)OCc2ccccc2C#N)c1C | 74 | 60 | 67 | 82
67 | CSC1=Nc2c(c(C)c(-c3ccccc3)n2CCCN2CCCCC2)C2=NC(=O)C[C@H](C)N12 | 54 | 9.9* | 57 | 63
68 | Cc1c[n+]([O-])ccc1[N+](=O)[O-] | 108&103 | 99&111 | 111&134 | 123
69 | C/C(=N\O)c1ccc(NC(=O)CN2CCN(c3cc4c(cc3F)c(=O)c(C(=O)O)cn4C3CC3)CC2)cc1 | 101 | 96 | 108 | 101
70 | O=C1NC(=O)C(=O)NC1=O | 107 | 102 | 105 | 112

entry | MDA-MB-435 | M14 | UACC-257 | SK-MEL-28
65 | 64 | 33&21 | 72&77 | 86&85
66 | 9.9* | 59 | 114 | 87
67 | 26 | 60 | 41 | 43
68 | 102&112 | 101&112 | 109 | 115&113
69 | 107 | 92 | 99 | 99
70 | 108 | 107 | 90 | 105

Bioassay records deposited in PubChem by NCI.
